Mdm2 MdmX PPI = inhibitors of human Mdm2-MdmX association, primary screen, cell-based, luminescence, split luciferase, SaOS-2, uHTS. Protein Mdm4 (Homo sapiens) + E3 ubiquitin-protein ligase Mdm2 (Homo sapiens), …. SaOS-2 split-luciferase Mdm2/MdmX complementation. inhibition, % at 8 µM. actives 3% (n = 330,000);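 active means inhibition of at least 50% at 8 µM in the primary screen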
CXCR6 block = CXCR6 receptor inhibitors, primary screen, cell-based, beta-arrestin, luminescence, CHO-K1 PathHunter, 1536-well. AID 602244, 2012. actives 0.36% (n = 360,000). inhibition, % at 20 µM; in the data active means inhibition above about 34%, passing the limit was not always enough;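 further: antagonist mode with CXCL16 agonist at 10 nM final; 0% = 10 nM CXCL16 with DMSO and 100% = unstimulated wells without agonist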
Target sequence (O00574 whole entry, looked up): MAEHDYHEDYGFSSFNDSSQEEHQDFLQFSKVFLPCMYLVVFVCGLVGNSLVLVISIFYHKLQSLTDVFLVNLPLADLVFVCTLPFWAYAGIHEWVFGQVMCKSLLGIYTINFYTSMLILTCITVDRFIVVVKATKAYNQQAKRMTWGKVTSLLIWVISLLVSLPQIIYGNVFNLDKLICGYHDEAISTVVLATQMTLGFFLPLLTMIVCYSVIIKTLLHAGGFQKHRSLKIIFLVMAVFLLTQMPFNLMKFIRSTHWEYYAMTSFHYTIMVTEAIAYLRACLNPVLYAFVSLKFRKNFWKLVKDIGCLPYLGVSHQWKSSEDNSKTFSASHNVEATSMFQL
EBI2 block = EBI2 receptor antagonists, beta-arrestin recruitment, primary screen, cell-based, luminescence, 7a,25-OHC stimulation, uHTS; 7a,25-OHC stimulated; actives 0.81% (n = 360,000); G-protein coupled receptor 183 (Homo sapiens), P32249; inhibition, % at 5 µM; in the data active means inhibition above about 38%;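 further: enzyme fragment complementation signal reports receptor beta-arrestin coupling in cells; 0% = agonist plus DMSO wells and 100% = wells without agonist; some results beyond the cut were filed as inactive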
Target sequence (P32249 whole entry, looked up, the tested form may be a part): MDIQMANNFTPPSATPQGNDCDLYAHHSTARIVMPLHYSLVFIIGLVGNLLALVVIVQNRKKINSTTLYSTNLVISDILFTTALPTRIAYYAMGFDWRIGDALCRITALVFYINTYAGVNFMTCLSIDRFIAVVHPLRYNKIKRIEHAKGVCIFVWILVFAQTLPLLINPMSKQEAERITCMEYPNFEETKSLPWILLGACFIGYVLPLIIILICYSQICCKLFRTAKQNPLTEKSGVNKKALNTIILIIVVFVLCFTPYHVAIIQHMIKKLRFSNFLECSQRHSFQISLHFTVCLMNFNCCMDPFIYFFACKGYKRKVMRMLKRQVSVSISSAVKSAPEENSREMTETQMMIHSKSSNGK
CHOP UPR activ = activators of apoptotic CHOP UPR arm, primary screen, cell-based, CHO-CHOP luciferase reporter, luminescence, uHTS | UPR activation; percent of tunicamycin response over DMSO baseline | AID 449763, 2010 | activation, % at 10 µM | actives 0.34% (n = 330,000);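 active means at 10 µM dose, activation of 40% or more, normalized to positive control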;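 further: 100% = tunicamycin at 10 µg/mL and 0% = DMSO alone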
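System: CHO-CHOP luciferase reporter cell line | Buffer or medium: F12 medium containing 10% fetal bovine serum | Doses: One dose, 10 µM in 0.5% DMSO | Times: 6 h compound exposure at 37 °C after overnight seeding | Signal: Luciferase luminescence | Read-out: % activation vs tunicamycin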
CCR6 antagonist = CCR6 receptor antagonists, primary screen, cell-based, CHO-K1, luminescence, beta-arrestin, uHTS. actives 0.49% (n = 340,000). CHO-K1 CCR6 PathHunter beta-arrestin, CCL20-stimulated. inhibition, % at 20 µM. AID 493098, 2011. C-C chemokine receptor type 6 (Homo sapiens), P51684;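 active means compounds whose inhibition of the agonist-driven luminescence signal at 20 µM reaches about 50%, limit read from the data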;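 further: cells stimulated with CCL20 at 14 nM final; plate controls were DMSO with CCL20 for no effect and DMSO without agonist for full effect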
Target sequence (P51684 whole entry, looked up): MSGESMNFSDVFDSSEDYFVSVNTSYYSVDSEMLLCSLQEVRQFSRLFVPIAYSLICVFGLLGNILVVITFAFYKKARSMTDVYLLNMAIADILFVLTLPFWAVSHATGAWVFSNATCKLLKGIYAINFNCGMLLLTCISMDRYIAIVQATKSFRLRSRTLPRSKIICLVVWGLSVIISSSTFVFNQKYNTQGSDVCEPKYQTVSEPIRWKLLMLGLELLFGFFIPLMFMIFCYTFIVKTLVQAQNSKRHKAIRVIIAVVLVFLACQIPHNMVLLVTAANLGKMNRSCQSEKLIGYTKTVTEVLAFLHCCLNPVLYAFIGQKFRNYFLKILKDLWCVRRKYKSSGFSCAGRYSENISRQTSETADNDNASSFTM
Gli-Sufu antag = Gli-Sufu pathway antagonists, primary screen, luciferase luminescence, Sufu-KO-LIGHT cells, uHTS. inhibition, % at 5 µM. actives 0.74% (n = 340,000). AID 588413, 2011. Sufu-KO-LIGHT fibroblasts, Gli luciferase reporter luminescence;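 active means inhibition above about 55%, limit read from the data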;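 further: 0% = DMSO-treated cells and 100% = wells with medium but no cells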
697 NFkB inh = inhibitors of PMA/ionomycin-induced NF-kB reporter, 697 cells, primary screen, B-cell NF-kB inhibitor project, cell-based, luminescence, uHTS. 697 B-cell NF-kB luciferase reporter, 16 h. inhibition, % at 4 µM. actives 0.33% (n = 330,000). AID 435022, 2010; in the data active means inhibition above about 35%
XBP1 UPR activ = activators of adaptive XBP1 UPR arm, primary screen, cell-based, CHO-XBP1 luciferase reporter, luminescence, uHTS; IRE1-XBP1 UPR activation; percent of tunicamycin response, DMSO as zero; activation, % at 20 µM; actives 0.33% (n = 330,000);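 active means versus positive control, 20 µM dose yields 30% or more activation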;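 further: 100% = tunicamycin at 10 µg/mL and 0% = DMSO only wells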
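Material: CHO cell line with stable XBP1 luciferase reporter; schedule: 16-18 h cell attachment at 37 °C, then 6 h compound exposure; signal: glow luminescence from Steady-Glo reagent; medium: serum-containing F12 medium, 10% FBS; benchmarks: tunicamycin 10 µg/mL and vehicle-only wells; read-out: percent activation relative to tunicamycin reference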
Jurkat NFkB inh = inhibitors of induced NF-kB luciferase reporter, primary screen, TCR NF-kB activation inhibitor project, cell-based, luminescence, uHTS | Jurkat, PMA/ionomycin-induced NF-kB luciferase reporter | inhibition, % at 4 µM | actives 0.53% (n = 330,000); in the data active means inhibition above about 50%
Numbers without * were called inactive; nt = no result given.

SMILES	Mdm2 MdmX PPI	CXCR6 block	EBI2 block	CHOP UPR activ	CCR6 antagonist	Gli-Sufu antag	697 NFkB inh	XBP1 UPR activ	Jurkat NFkB inh
CN(C)S(=O)(=O)c1cccc(NC(=O)CN2C(=O)NC(Cc3c[nH]c4ccccc34)C2=O)c1 (configuration not stated)	nt	-9	-16	nt	-13	39	nt	nt	nt
O=C1N=C2SCCN2/C1=C\c1ccccc1Cl	5	-3	-26	-4.5	17	7	0	2	4
O=S(=O)(NCCCc1ccccc1)c1ccc(F)c(F)c1	17	20	1	0.6	13	9	18	-3	0
Nc1c(Cl)ncnc1NCc1cccnc1	-27	-4	-6	1.1	0	-4	0	-2	5
CN1CCC(N(C)C(=S)Nc2ccc(F)cc2)CC1	5	-4	-2	-2.3	-23	8	10	1	3
Cc1nc(Sc2nnnn2-c2ccccc2)c(C#N)c(C)c1C	10	5	0	-0.5	-1	10	-15	-2	2
COc1ccc(NC(=O)C2CCN(S(=O)(=O)c3cccc4nonc34)CC2)cc1OC	-11	0	-1	2.3	5	-11	11	3	24
Cc1nc2c(C(=O)O)cnn2c(C)c1Cc1ccccc1F	-1	12	0	-0.3	-3	2	14	0	11
O=C(Nc1ccccc1-c1ccccc1)c1ccc(NC(=O)c2ccco2)cc1	22	-8	-16	0.0	9	31	-1	-2	-5
CC(=O)Nc1ccc(NC(=O)CN(c2cccc([N+](=O)[O-])c2)S(C)(=O)=O)cc1	-9	-1	-11	0.9	-12	7	-13	4	0
CC1CCCC(NC(=O)COC(=O)c2cc(S(=O)(=O)N3CCCCC3)ccc2N2CCOCC2)C1C (configuration not stated)	-36	3	-3	-0.2	12	9	-3	0	-10
CCC(=O)N1CCc2cc(-c3csc(NC(=O)c4ccco4)n3)ccc21	-29	1	12	3.8	3	-23	-29	-4	-32
COCc1nnc(NC(=O)c2ccc(OC)cc2OC)s1	-57	0	-28	1.9	1	-74	-72	0	-71
CCCCn1nnnc1SCC(=O)N1CCOCC1	15	-9	-3	-3.2	2	1	3	-4	4
Cc1c(N=C2SC(CC(=O)Nc3ccccc3)C(=O)N2CCN2CCOCC2)c(=O)n(-c2ccccc2)n1C (configuration not stated)	-29	5	1	-1.0	15	6	4	-2	5
CCCC12C(=O)C(C)(C(c3ccccc3)=C1c1ccccc1)C1C(=O)N(c3ccc(C)cc3)C(=O)C12 (configuration not stated)	80*	4	7	10	11	5	-8	-4	14
COc1ccc(C)c(S(=O)(=O)Nc2ccc(OCC(=O)O)cc2)c1	14	4	-1	-1.8	15	-4	6	-3	-7
CCOC(=O)CC(=O)CSc1nc2c(sc(=S)n2-c2ccc(OCC)cc2)c(=O)[nH]1	23	-2	-2	1.9	-6	6	15	4	2
O=C(CSc1ccc(-c2nc3ccccc3[nH]2)cn1)Nc1ccc(S(=O)(=O)N2CCCC2)cc1	-7	-5	15	5.3	4	1	-44	-3	-19
COC(=O)C1=C(C(=O)OC)[C@@H]2Nc3ccccc3[C@@]23C[C@@H](C(=O)OC)N(C(=O)COCc2ccccc2)C3=N1	-5	-4	-6	0.5	-9	-5	11	-2	22
COc1cccc(C2C(C(=O)c3cccs3)=C(O)C(=O)N2CCN2CCOCC2)c1 (configuration not stated)	10	-2	-7	3.5	5	30	10	-1	-12
COc1ccc(S(=O)(=O)NCC2CCCN(C(=O)CCC(F)(F)F)C2)cc1 (configuration not stated)	-9	-8	-4	0.7	7	-8	4	-5	19
Cc1occc1C(=O)NNC(=O)Cc1ccccc1	0	-2	-5	3.5	-13	-4	-15	0	-4
N#Cc1ccc(OCC(O)CS(=O)(=O)c2ccc(F)cc2)cc1 (configuration not stated)	-3	-1	11	-1.7	6	-1	-15	-5	-7
COc1ccc(NC(=O)[C@@H]2CCCN2C(=O)c2cccs2)cc1S(=O)(=O)N1CCCCC1	24	-4	-1	1.0	11	2	11	1	-7
CC1CCN(C(=O)CCCC(=O)N2CCC(C)CC2)CC1	2	-1	1	2.5	8	-5	20	-4	-2
CN(/N=C/c1ccncc1)C1=NS(=O)(=O)c2ccccc21	5	6	-6	2.1	1	1	1	-3	4
N#Cc1c(N2CCN(c3ccc([N+](=O)[O-])cc3)CC2)[n+](=O)c2ccc(Cl)cc2n1[O-]	nt	3	-11	nt	8	-12	nt	nt	nt
CC(C)Cc1ccc(S(=O)(=O)N2CCCC2)cc1	15	1	7	-0.6	12	5	9	2	0
CCS(=O)(=O)NCCNc1ccc([N+](=O)[O-])cc1	3	15	2	-0.5	12	2	17	-6	7
Cc1ccc(C(=O)Nc2ccc(Nc3ccccc3)cc2)cc1Br	5	-1	-1	0.1	12	0	-40	1	-40
C[C@H]1CN=C(Nc2ccccc2)N1CC1CCCCC1	10	-2	-5	-0.7	2	7	6	-2	17
O=S(=O)([N-]c1nc2ccccc2nc1-[n+]1ccc(CCCc2ccccc2)cc1)c1cccs1	-20	-2	-3	-1.5	-7	8	5	-2	-6
CCOc1ccccc1NC(=O)CSc1nnc(CNC(=O)COc2ccc(Cl)cc2)o1	-18	9	8	0.9	3	-2	-3	0	-3
Cc1cc(C)cc(NC(=O)CSc2nnc(-c3cc(C)[nH]n3)n2N)c1	10	1	-4	2.8	15	-7	-6	-1	1
C(#Cc1ccccc1)C[N+]1(CC#Cc2ccccc2)CCCCC1	20	0	10	-0.2	-4	81*	-40	-4	25
O=C(Nc1cccc(F)c1)c1cc(-c2ccco2)nc2ccccc12	-23	-1	-5	0.8	9	3	10	2	-4
CC/C(=N\NC(=O)CCC(=O)NCc1ccccc1)c1ccc(O)cc1	48	2	-4	0.2	6	-9	-2	-1	49
O=C(c1ccco1)N1CCN(C(=O)c2cccc3c2C(=O)N(Cc2cccnc2)C3)CC1	7	2	-5	0.0	8	-2	4	-1	-5
Cc1cccc(-c2nc(CNC(=O)c3ccco3)cs2)c1	-30	5	7	4.0	4	-29	-26	4	-7
CSCC[C@H](NC(=O)[C@H](Cc1ccccc1)n1c(=O)[nH]c2ccccc2c1=O)C(=O)N1CCC[C@@H]1C(=O)O	-13	4	-3	1.0	9	8	-7	-3	-7
CCNc1nc(CC)nc2c1oc1ccccc12	-8	-8	-6	2.2	-11	-6	-33	2	-19
Cn1c(=O)[nH]c(=O)c2c1nc(CN1CCN(c3ccccc3F)CC1)n2CCc1ccccc1	-6	-3	-3	-0.1	7	7	-3	2	-1
COc1ccc(NC(=O)c2cccc(NC3=NC4CS(=O)(=O)CC4S3)c2)cc1Cl (configuration not stated)	-43	-17	-1	0.1	3	nt	-7	2	-2
CCN(CC)S(=O)(=O)c1cc(NS(=O)(=O)c2cccc(Cl)c2)ccc1C	9	-1	-2	2.2	0	9	10	-3	2
C(=N\Nc1nc(Nc2ccccc2)nc(N2CCCCC2)n1)/c1ccco1	24	nt	nt	3.8	nt	nt	5	1	10
COc1ccc(NS(=O)(=O)c2cc(NC(=O)c3cccs3)ccc2N2CCOCC2)cc1	23	8	7	2.4	15	5	-11	1	20
CC1(C)Cc2c(sc3c2C(=O)N(c2ccccc2)C2=NCCCN23)CO1	-1	-6	-13	0.9	-3	-5	4	1	16

3 records picked at random from those above:
SMILES	Mdm2 MdmX PPI	CXCR6 block	EBI2 block	CHOP UPR activ	CCR6 antagonist	Gli-Sufu antag	697 NFkB inh	XBP1 UPR activ	Jurkat NFkB inh
O=C(Nc1cccc(F)c1)c1cc(-c2ccco2)nc2ccccc12	-23	-1	-5	0.8	9	3	10	2	-4
CSCC[C@H](NC(=O)[C@H](Cc1ccccc1)n1c(=O)[nH]c2ccccc2c1=O)C(=O)N1CCC[C@@H]1C(=O)O	-13	4	-3	1.0	9	8	-7	-3	-7
C(=N\Nc1nc(Nc2ccccc2)nc(N2CCCCC2)n1)/c1ccco1	24	nt	nt	3.8	nt	nt	5	1	10

Next section
SMILES	Mdm2 MdmX PPI	CXCR6 block	EBI2 block	CHOP UPR activ	CCR6 antagonist	Gli-Sufu antag	697 NFkB inh	XBP1 UPR activ	Jurkat NFkB inh
C=CCn1c(=S)[nH]c2sc3c(c2c1=O)CCCC3	23	6	-16	-0.6	4	14	-28	-1	0
COc1cc(OC)c2c(-c3ccccc3)cc(=O)oc2c1C(CCN1CCCC(C)C1)c1ccc2c(c1)OCO2 (configuration not stated)	74*	8	-6	9.5	16	-21	3	10	-1
COCCN1C=C2C(=O)C(C)(OC(=O)C3CCCC3)C(=O)C=C2C=C1c1ccsc1 (configuration not stated)	9	-6	-18	0.8	1	-5	-8	2	-6
CC(=O)Nc1cccc(OCc2ccc(S(=O)(=O)Cc3ccccc3)cc2)c1	-38	-6	6	4.5	-6	-20	-18	1	-13
CCN1C(=O)[C@H]2[C@@H](c3ccc(C)cc3)N3C(=O)N(c4cccc(Cl)c4)C(=O)[C@@]3(CC(C)C)[C@H]2C1=O	-36	7	-4	6.9	7	3	-22	-2	-4
Cc1ccc2nc(-c3ccccc3)c(NC(=O)c3ccco3)n2c1	17	2	-2	0.7	0	6	5	1	3
O=C(NC1CCCC1)C(c1cccs1)N(C(=O)c1csnn1)c1ccccc1F (configuration not stated)	-9	-2	-4	0.6	15	8	-4	-4	-8
CC[C@H](C)[C@@H]1NC(=O)c2cc([N+](=O)[O-])cc(F)c2NCCCC[C@@H](C(N)=O)NC(=O)[C@H](CC(N)=O)NC1=O	-15	-11	-18	-0.8	-4	29	2	2	10
O=S(=O)(c1cc(Cl)ccc1Cl)N1CCN(Cc2ccco2)CC1	-3	-5	0	2.5	5	4	2	-4	7
COc1ccc(N2CC(C(=O)Nc3ccc(N4CCOCC4)cc3)CC2=O)cc1 (configuration not stated)	-15	-6	-11	0.6	-7	-1	8	0	-5
C#CCOCCOCCOCCNc1nc(N2CCOCC2)nc(N2CCN(C(=O)[C@H](CCC(=O)O)n3cc([C@@H](N)CCCCN)nn3)CC2)n1	-2	-4	-6	0.8	-2	-7	-9	-1	-7
CCOc1cc2[nH]c(=S)n(Cc3ccc(C(=O)NCCOC)cc3)c(=O)c2cc1OCC	19	5	5	-1.4	-6	-10	12	1	8
CCN(CC)S(=O)(=O)c1cccc(NC(=O)CNc2cccc(S(=O)(=O)N3CCOCC3)c2)c1	26	-3	2	4.1	1	63*	29	0	49
COc1ccc(-c2oc3c(OC)c(OC)c(OC)c(O)c3c(=O)c2OC)cc1OC	79*	10	2	0.2	10	18	12	3	1
CCOc1ccc(NC(c2ccccn2)c2oc(CO)cc(=O)c2O)cc1 (configuration not stated)	-30	7	2	3.1	0	-31	-70	-1	-76
CCN(C(=O)c1cnc(OC)cc1C(F)(F)F)c1ccc(Cl)cc1	-11	-4	-4	-1.7	26	12	-18	-1	-6
CC(=O)Nc1ccc(C2=NN(CC#N)C(=O)SC2)cc1	2	-5	-12	0.1	7	5	-15	1	-15
O=C(Nc1ccccc1N1CCCCC1)c1cccc(OC(F)F)c1	13	5	5	-0.6	30	-6	6	-5	1

High-throughput results as filed in PubChem.
